# CHRM1 agonist – human M1 muscarinic receptor agonists, primary screen, Fluo-8 calcium fluorescence, CHO-K1 cells, HTS; Muscarinic acetylcholine receptor M1 (Homo sapiens), P11229; CHO-K1 hM1, agonist mode; 0% DMSO, 100% acetylcholine EC100; activation, % at 3 µM; 360,000 compounds, 0.33% hits; AID 588814, 2011;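 active = activation above the run's mean compound activation plus 3 SD, cut at about 16% in these data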;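 note: peak over basal fluorescence ratio within a 140 s kinetic read after compound addition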
# Target sequence (P11229 whole entry, looked up): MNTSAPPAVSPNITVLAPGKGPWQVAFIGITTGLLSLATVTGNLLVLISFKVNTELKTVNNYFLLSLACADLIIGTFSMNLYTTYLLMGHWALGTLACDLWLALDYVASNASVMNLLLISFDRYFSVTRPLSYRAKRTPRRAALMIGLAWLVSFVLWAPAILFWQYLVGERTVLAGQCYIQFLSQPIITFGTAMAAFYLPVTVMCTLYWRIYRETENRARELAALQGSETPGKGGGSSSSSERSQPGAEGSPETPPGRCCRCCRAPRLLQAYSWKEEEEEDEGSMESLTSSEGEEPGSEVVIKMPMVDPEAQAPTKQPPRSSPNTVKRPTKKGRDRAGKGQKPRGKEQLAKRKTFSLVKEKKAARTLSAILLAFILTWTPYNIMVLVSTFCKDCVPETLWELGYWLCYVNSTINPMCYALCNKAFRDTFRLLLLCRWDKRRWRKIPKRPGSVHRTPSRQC
# M4 ag – human M4 muscarinic receptor agonists, primary screen, CHO-K1 cells, Fluo-8 calcium fluorescence | Muscarinic acetylcholine receptor M4 (Homo sapiens), P08173 | CHO-K1 hM4/Gqi5; vehicle 0%, full acetylcholine response 100% | activation, % at 3 µM | 360,000 compounds, 0.14% hits | AID 624127, 2012;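 active = activation above the run mean over all test wells plus 3 SD, cut at about 32% in these data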;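 note: peak over basal fluorescence ratio per well then scaled between controls; 0% = DMSO wells and 100% = acetylcholine at EC100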
# CHRM5 antagonist – human M5 muscarinic receptor antagonists, primary screen, CHO cells, Fluo-8 calcium fluorescence; inhibition, % at 3 µM; 360,000 compounds, 0.59% hits; Muscarinic acetylcholine receptor M5 (Homo sapiens), P08912; CHO-hM5 cells, ACh EC80;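 active = inhibition above a per-plate cutoff, the mean of that plate's test compounds plus 3 SD, cut at about 27% in these data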;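 note: 0% = acetylcholine EC80 with DMSO and 100% = DMSO without agonist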
# Target sequence (P08912 whole entry, looked up): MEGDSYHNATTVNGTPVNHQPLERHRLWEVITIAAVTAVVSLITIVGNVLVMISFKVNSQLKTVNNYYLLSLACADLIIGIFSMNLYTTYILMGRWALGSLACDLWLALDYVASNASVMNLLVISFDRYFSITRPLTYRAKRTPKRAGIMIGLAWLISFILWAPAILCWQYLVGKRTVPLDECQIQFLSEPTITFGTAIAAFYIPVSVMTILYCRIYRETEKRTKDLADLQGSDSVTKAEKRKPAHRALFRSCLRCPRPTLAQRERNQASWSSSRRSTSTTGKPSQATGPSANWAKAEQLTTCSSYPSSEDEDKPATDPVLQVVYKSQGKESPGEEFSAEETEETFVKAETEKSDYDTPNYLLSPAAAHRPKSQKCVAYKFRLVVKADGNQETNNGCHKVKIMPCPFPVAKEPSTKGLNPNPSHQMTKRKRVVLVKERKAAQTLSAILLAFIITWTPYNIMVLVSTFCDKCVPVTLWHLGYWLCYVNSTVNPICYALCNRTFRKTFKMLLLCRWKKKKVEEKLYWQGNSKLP
# CHRM4 antagonist – human M4 muscarinic receptor antagonists, primary screen, CHO cells, Fluo-8 calcium fluorescence. CHO-hM4 cells, ACh EC80. inhibition, % at 3 µM. 360,000 compounds, 0.73% hits;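 active = inhibition above its plate's cutoff, the mean inhibition of sample wells plus 3 SD, cut at about 27% in these data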;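 note: 0% = acetylcholine EC80 with DMSO and 100% = DMSO without agonist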
# M1 PAM – human M1 muscarinic receptor positive allosteric modulators, primary screen, CHO-K1 cells, Fluo-8 calcium fluorescence, 1536-well | CHO-K1 hM1, ACh EC20; 0% = ACh EC20, 100% = maximal ACh | activation, % at 3 µM | AID 588819, 2011 | 360,000 compounds, 0.088% hits; in the data active = activation above about 19%, passing the limit was not always enough
# TAAR1 ag – human TAAR1 agonists, primary screen, Fluo-8 calcium fluorescence, CHO RD-HGA16 cells; Trace amine-associated receptor 1 (Homo sapiens), Q96RJ0; vehicle wells 0%, saturating PEA agonist 100%; activation, % at 3 µM; 360,000 compounds, 0.99% hits; AID 624467, 2012;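 active = activation above the mean activation of all test compounds in the run plus 3 SD, cut at about 38% in these data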
#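 System: CHO RD-HGA16 cells carrying human TAAR1 plus Gα16; Incubation: 17-24 h seeding, 75 min 37 °C dye, 30 min RT; Measured by: Fluo-8 fluorescence, 5 s baseline then 140 s kinetic read; Control set: DMSO and PEA EC100; Replication: single well for each compound.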
# M5 ag – human M5 muscarinic receptor agonists, primary screen, CHO-K1 cells, Fluo-8 calcium fluorescence | CHO-K1 hM5 cells; 0% DMSO wells, 100% maximal acetylcholine response | activation, % at 3 µM | Muscarinic acetylcholine receptor M5 (Homo sapiens), P08912 | AID 624037, 2012 | 360,000 compounds, 0.19% hits;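 active = activation above the run's mean over test compounds plus 3 SD, cut at about 23% in these data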;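 note: signal is peak over basal fluorescence ratio across the kinetic read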
# CHRM1 antagonist – human M1 muscarinic receptor antagonists, primary screen, CHO-K1 cells, Fluo-8 calcium fluorescence, 1536-well | Muscarinic acetylcholine receptor M1 (Homo sapiens), P11229 | inhibition, % at 3 µM | AID 588852, 2011 | CHO-K1 hM1, ACh EC80 antagonist | 360,000 compounds, 1.3% hits;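 active = percent inhibition above its own plate's cutoff, namely the mean of that plate's compound wells plus 3 SD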;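 note: peak over basal fluorescence ratio during 140 s after agonist addition; 0% = ACh EC80 plus DMSO and 100% = DMSO alone without agonist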
# CHRM5 PAM – human M5 muscarinic receptor positive allosteric modulators, primary screen, CHO-K1 cells, Fluo-8 calcium fluorescence; Muscarinic acetylcholine receptor M5 (Homo sapiens), P08912; CHO-K1 hM5, ACh EC20 PAM; 0% = ACh EC20, 100% = ACh EC100; activation, % at 3 µM; 360,000 compounds, 0.3% hits; AID 624038, 2012;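 active = activation above the run cutoff, the mean activation of all test compounds plus 3 SD, cut at about 18% in these data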
#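 Assay system: CHO-K1 hM5 cells / Incubation: Fluo-8 loading 80 min at 37 °C plus 30 min room temperature / Technique: Fluo-8 calcium dye fluorescence, kinetic read / Repeats: single replicate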
# Active calls of the source: *; . = not tested or not shown.
item	molecule	CHRM1 agonist	M4 ag	CHRM5 antagonist	CHRM4 antagonist	M1 PAM
1	CC(C)(C)NC(=O)C(=O)NNC(=O)c1cccc([N+](=O)[O-])c1	-3	2	4	2	10
2	CCc1ccccc1NC(=O)CNC(=O)c1ccc(S(=O)(=O)NCc2ccco2)cc1	-3	1	7	1	-1
3	O=C(CNC(=O)c1ccccc1Br)NCC(c1ccco1)N1CCCCC1 (stereo not drawn)	-5	0	1	-1	-4
4	COc1cc([N+](=O)[O-])ccc1N=Nc1c(N)[nH]n(-c2ccccc2)c1=O	-9	1	3	-3	14
5	COc1cc(/C=C/C(=O)Nc2cccc(S(=O)(=O)N3CCOCC3)c2)ccc1OCC#N	-5	8	-7	-14	-6
6	C=CCn1c(SCC(=O)Nc2sccc2C#N)nc2sc(C)c(C)c2c1=O	7	0	7	8	14
7	Cc1ccc(N=C2NC(=O)C(CO)(CO)S2)cc1	-1	1	0	-3	6
8	COc1ccc(NC(=O)c2c3c(nc4ccccc24)CCN(Cc2ccccc2)C3)c(OC)c1	-1	14	6	-5	-5
9	CCN1C(=O)/C(=C/C=C2/Sc3ccc4ccccc4c3N2CCO)SC1=S	-1	1	-1	-2	1
10	CS(=O)(=O)Nc1cccc(C2=NN(S(C)(=O)=O)C(c3ccc4c(c3)OCO4)C2)c1 (stereo not drawn)	-6	1	3	14	5
11	CCC(=O)c1cn(CC(=O)Nc2cccc(OC)c2)c2ccccc12	0	3	5	-8	8
12	COCCn1c(=NC(=O)C2COc3ccccc3O2)sc2cc(S(N)(=O)=O)ccc21 (stereo not drawn)	-8	13	4	2	-3
13	CC(Sc1ccccc1)C(=O)NNC(=O)c1csc(N2CCOCC2)n1 (stereo not drawn)	-1	1	-2	-11	5
14	CCCc1cc(=O)[nH]c(SCC(=O)N2CCc3ccccc32)n1	-3	0	4	5	4
15	Cc1ccc(C(=O)NC(C)c2nnc(SCC(=O)NC3CCCC3)n2C)cc1 (stereo not drawn)	-1	1	12	-9	8

item	TAAR1 ag	M5 ag	CHRM1 antagonist	CHRM5 PAM
1	2	-1	-15	8
2	2	4	-3	-1
3	1	1	12	-4
4	9	-2	-10	-1
5	11	6	9	-6
6	3	-2	-34	-3
7	6	1	-10	9
8	16	0	9	-15
9	4	-1	-1	-3
10	2	0	-6	-5
11	4	1	-7	-3
12	15	4	4	-9
13	1	2	-4	4
14	0	4	-11	-3
15	2	-2	-11	-7

# Going on with the list.
item	molecule	CHRM1 agonist	M4 ag	CHRM5 antagonist	CHRM4 antagonist	M1 PAM
16	CC(=O)c1ccc(N(C(=O)CNC(=O)c2ccco2)C(C(=O)NCC2CCCO2)c2ccccc2)cc1 (stereo not drawn)	-6	1	7	3	10
17	O=[N+]([O-])c1ccc(Nc2ccc(F)cc2)nc1	-7	1	9	11	-3
18	O=C(CN1CCN(c2ncc(C(F)(F)F)cc2Cl)CC1)Nc1ccc2c(c1)OCO2	-3	2	-1	10	-2
19	CCN(CC)CCCNC(=O)N[C@@H](Cc1ccccc1)C(=O)O	-6	1	2	-2	3
20	Cc1ccc(NC(=O)C2(c3ccccc3)CCCC2)nc1	-5	0	1	-7	-5
21	O=C(/C=C\Nc1ccccn1)c1ccc(Cl)cc1	2	1	2	3	13
22	Cc1c(CCC(=O)O)c(=O)oc2cc3occ(-c4ccc(Br)cc4)c3cc12	2	6	11	-2	13
23	COc1ccc2cc(C(=O)C3CCCN(C(=O)CSc4nnc(C)o4)C3)ccc2c1 (stereo not drawn)	-6	13	-4	-12	1
24	Nc1ccc(S(=O)(=O)Nc2nccc(/C=C/c3ccccc3F)n2)cc1	-4	12	17	2	-11
25	CCOC(=O)c1ccc(N2C(=O)CC(Sc3nc(C)cc(C)n3)C2=O)cc1 (stereo not drawn)	-3	2	0	-10	6
26	COC(=O)[C@]12CCCCC=C1N(Cc1ccc3c(c1)OCO3)C(=O)[C@H](CC(=O)N1CCN(C(=O)c3ccco3)CC1)C2	.	20	3	-15	.
27	C=CCn1c(COc2ccc(CC)cc2)nnc1SCC(=O)N(C)C1CCS(=O)(=O)C1 (stereo not drawn)	-5	0	4	0	0
28	S=c1[nH]nc(-c2ccco2)n1-c1cccc2ccccc12	0	1	13	5	6
29	O=C(c1ccccc1-c1nc(-c2ccc(Cl)cc2)no1)N1CCCC1	-3	24	-3	-25	4
30	COCCN(C(=O)CSc1nc(N)cc(=O)[nH]1)c1c(N)n(Cc2ccccc2)c(=O)[nH]c1=O	-3	0	9	-9	2

item	TAAR1 ag	M5 ag	CHRM1 antagonist	CHRM5 PAM
16	0	-1	-9	-2
17	0	-4	1	-9
18	3	-1	4	-4
19	-1	-5	-2	1
20	-1	-7	3	0
21	6	0	-7	-6
22	1	-4	-9	-9
23	0	-3	-10	-7
24	2	0	8	-8
25	2	1	-12	-1
26	12	7	.	-5
27	0	-4	4	-6
28	1	2	-1	46*
29	4	-2	-10	-13
30	0	1	3	5

# Next section.
item	molecule	CHRM1 agonist	M4 ag	CHRM5 antagonist	CHRM4 antagonist	M1 PAM
31	COc1cc(NC(=O)COC(=O)CNC(=O)C2CCCCC2)cc(OC)c1	-5	0	5	-11	2
32	COc1ccc(OC)c(Nc2nc3ccc(C)cc3n3cnnc23)c1	-4	3	4	-24	3
33	O=C(NCCCN1CCN(Cc2ccccc2Cl)CC1)Nc1ccccc1	-1	1	-7	0	2
34	COc1ccc(OC)c(NC(=O)CSC2=C(C#N)C(c3ccco3)C3=C(CCCC3=O)N2)c1 (stereo not drawn)	-2	1	11	0	3
35	CCc1ccc2c(c1)cc(CN(Cc1ccco1)C(C)=O)c1nnnn12	0	6	12	-1	4
36	C=CCSc1nc(-c2ccc3c(c2)OCO3)cc(C(F)(F)F)c1C#N	-4	-1	5	0	-4
37	Cc1cc(C(=O)CN2CCN(CC(=O)Nc3cccc(F)c3)CC2)c(C)n1C1CC1	-7	3	12	0	3
38	COc1ccccc1OCCn1c(SCC(N)=O)nc2ccccc21	1	1	15	-12	5
39	Cc1ccc(NS(=O)(=O)c2ccc3[nH]c(=O)oc3c2)cc1Cl	-2	5	-10	-7	10
40	Cc1ccc(CNC(=O)C2CCCN(c3nc(C)cc(C)n3)C2)cc1 (stereo not drawn)	-3	2	2	1	-3
41	CC1(c2ccc(OCC(N)=O)cc2)NC(=O)NC1=O (stereo not drawn)	-3	1	5	0	12
42	Nc1ccc2c(c1)C(=Cc1cccnc1)c1ccccc1-2	0	2	-6	-21	6
43	CCCCn1c(=NC(=O)c2ccc3c(c2)OCO3)c(C#N)cc2c(=O)n3cccc(C)c3nc21	-5	-2	-1	-16	-1
44	CCCCn1c(N)c(N(CC(C)C)C(=O)COC(=O)Cc2c(C)nc3ccccc3c2C)c(=O)[nH]c1=O	-3	0	-14	-12	9
45	C[C@H](c1ccccc1)N1C[C@H](COCc2ccccc2)Oc2cc(N3CCC[C@H]3CO)ccc2S1(=O)=O	.	7	16	15	.

item	TAAR1 ag	M5 ag	CHRM1 antagonist	CHRM5 PAM
31	0	0	-2	-3
32	7	-1	-4	-2
33	2	-6	-18	-1
34	4	-1	-15	-7
35	3	5	2	4
36	5	1	7	-7
37	-3	-1	5	1
38	10	1	-16	-7
39	5	7	-4	7
40	0	-4	9	1
41	0	-2	-14	7
42	1	-7	-17	9
43	2	-3	-4	5
44	3	-5	-13	10
45	2	1	.	-14

# Next compounds
item	molecule	CHRM1 agonist	M4 ag	CHRM5 antagonist	CHRM4 antagonist	M1 PAM
46	Cc1cccc(OCc2nnc(SCC(=O)N(C)C3CCCCC3)o2)c1	-2	13	2	3	-10
47	COc1cccc(OC)c1C(=O)Nc1c(C(=O)N2CCN(C)CC2)oc2ccccc12	-2	1	7	-4	3
48	Oc1ccccc1CNCc1ccccc1	-4	3	-7	9	12
49	CCN1CCN(Cc2coc3ccc(C)cc3c2=O)CC1	-14	2	1	-11	-2
50	COc1cc2c(c(O)c1OC)C(=O)C(OC)CCC2 (stereo not drawn)	-2	0	4	-2	8
51	COC(=O)c1ccc(COc2ncnc3ccccc23)o1	-2	3	-5	-29	1
52	O=C(O)c1ccc(Cn2cnc3c(=S)nc[nH]c32)cc1	-2	0	13	-6	2
53	CN=C(Nc1ccc2c(c1)OCO2)SC1CC(=O)N(c2ccccc2)C1=O (stereo not drawn)	-3	6	-2	-4	13
54	COc1ccc(-c2c(-c3ccccc3OC)oc3ccccc23)cc1F	-2	0	7	-3	5

item	TAAR1 ag	M5 ag	CHRM1 antagonist	CHRM5 PAM
46	1	0	13	-8
47	1	-3	-9	-4
48	5	-4	-14	0
49	5	-2	2	2
50	2	0	-19	6
51	-2	-4	-7	8
52	1	1	-2	-7
53	6	0	-17	-3
54	1	-2	-5	2

# Shown bar-delimited: entries from further up.
No. | molecule | CHRM1 agonist | M4 ag | CHRM5 antagonist | CHRM4 antagonist | M1 PAM | TAAR1 ag | M5 ag | CHRM1 antagonist | CHRM5 PAM
49 | CCN1CCN(Cc2coc3ccc(C)cc3c2=O)CC1 | -14 | 2 | 1 | -11 | -2 | 5 | -2 | 2 | 2
50 | COc1cc2c(c(O)c1OC)C(=O)C(OC)CCC2 (stereo not drawn) | -2 | 0 | 4 | -2 | 8 | 2 | 0 | -19 | 6
51 | COC(=O)c1ccc(COc2ncnc3ccccc23)o1 | -2 | 3 | -5 | -29 | 1 | -2 | -4 | -7 | 8
52 | O=C(O)c1ccc(Cn2cnc3c(=S)nc[nH]c32)cc1 | -2 | 0 | 13 | -6 | 2 | 1 | 1 | -2 | -7
53 | CN=C(Nc1ccc2c(c1)OCO2)SC1CC(=O)N(c2ccccc2)C1=O (stereo not drawn) | -3 | 6 | -2 | -4 | 13 | 6 | 0 | -17 | -3
54 | COc1ccc(-c2c(-c3ccccc3OC)oc3ccccc23)cc1F | -2 | 0 | 7 | -3 | 5 | 1 | -2 | -5 | 2

# Some of the compounds tested. The share of hits here may be higher or lower than overall.
